DNA FID counter: displaces DNA intercalator in HCV helicase counter-screen; DNA fluorescent intercalator displacement, fluorescence; inhibition, % at 7.9 µM; actives 0.17% (n = 290,000); AID 1845; in the data active = inhibition above about 37%;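 note: 0% = vehicle and 100% = reference compound; higher means more ethidium bromide displaced from hairpin DNA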
IMP-1 inh: inhibitors of Pseudomonas aeruginosa IMP-1 metallo-beta-lactamase; purified IMP-1, nitrocefin hydrolysis, epi-absorbance fluorescence; AID 1556; actives 0.45% (n = 290,000); inhibition, % at 5.6 µM;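 active = inhibition above the mean plus 3 SD of all compounds in the same screening run, cut at about 4.5% in these data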;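 note: 0% = IMP-1 with DMSO and 100% = DMSO wells lacking enzyme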
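assay system = purified recombinant IMP-1 metallo-beta-lactamase enzyme | schedule = 15 min preincubation plus 25 min reaction at 25 °C | signal = Epi-absorbance fluorescence, 480 nm excitation, 530 nm emission | read-out basis = percent inhibition from optical density relative to buffer-blank wells | controls = IMP-1 with DMSO as 0%, enzyme-free DMSO as 100%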
IDE act: IDE (human) activation, cell-based; actives 0.073% (n = 340,000); activation, % at 5.96 µM; HEK cells, FAbeta-B cleavage, fluorescence polarization; 0% vehicle, 100% cell-free pure enzyme wells; P14735;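 active = activation above the mean of all tested compounds plus 3 SD, set per screening campaign, cut at about 17% in these data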
pCIP destab: compounds decreasing mouse p/CIP protein stability | F442A p/CIP-EGFP cells, EGFP fluorescence, 16 h | actives 0.01% (n = 290,000) | Q05BA5 | decrease of EGFP signal, % at 10 µM;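 active = EGFP signal decrease of at least 30% at 10 µM or well 3 SD below plate mean, unless failing retest; inactive = the rest, including hits failing retest or dose response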; note: some compounds called inactive have numbers as strong as hits; many of its hits are not listed in these tables
VIM-2 inhibitor: inhibitors of Pseudomonas aeruginosa VIM-2 metallo-beta-lactamase | purified VIM-2, nitrocefin hydrolysis, epi-absorbance fluorescence | AID 1527 | inhibition, % at 5.6 µM | actives 0.89% (n = 290,000);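 active = inhibition above the mean of all tested compounds plus 3 SD, cutoff set per screening run, cut at about 7.5% in these data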;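 note: red hydrolysis product quenches plate fluorescence so inhibitors raise well fluorescence; 0% = enzyme with DMSO and 100% = DMSO without enzyme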
PHOSPHO1 inh: blocks human PHOSPHO1 phosphatase activity. Q8TCT1. recombinant PHOSPHO1, absorbance phosphatase assay. AID 1565. actives 1.1% (n = 290,000). inhibition, % at 13.3 µM; in the data active = inhibition above about 60%
NS3 helicase inh: blocks Hepatitis C virus NS3 helicase unwinding; NS3 helicase DNA unwinding, Cy5 molecular beacon fluorescence; inhibition, % at 10.9 µM; actives 0.56% (n = 290,000);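 active = inhibition above the mean of all tested compounds plus 3 SD, set per campaign, cut at about 35% in these data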;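 note: 0% = DMSO wells and 100% = thioflavine S control wells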
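System: NS3 helicase fragment of HCV / Schedule: 1 h at 25 °C / Control set: DMSO alone as 0% and 110 µM thioflavine S as 100% / Reagent: Cy5/quencher beacon DNA duplex and ATP to start / Technique: Cy5 fluorescence / Replication: singlicate / Evaluation: % inhibition of end-to-start signal ratio versus controls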
UBC9 SUMO inh: blocks human SUMOylation mediated by UBC9; P63279; HTRF SUMOylation assay, SAE1/SAE2 + UBC9, in vitro; inhibition, % at 35 µM; actives 0.36% (n = 290,000); in the data active = inhibition above about 50%, passing the limit was not always enough; note: strong numbers were not always called active
Target sequence (P63279 whole entry, looked up): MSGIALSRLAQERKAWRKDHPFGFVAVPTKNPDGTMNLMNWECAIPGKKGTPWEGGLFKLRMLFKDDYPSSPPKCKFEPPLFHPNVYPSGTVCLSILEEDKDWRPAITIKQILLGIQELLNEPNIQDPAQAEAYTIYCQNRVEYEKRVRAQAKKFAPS
MEKK3 PB1 HTS: raises or lowers MEK5 binding to the human MEKK3 PB1 domain. binding response (% of control), % at 10 µM. actives 1.4% (n = 290,000). bead-based flow cytometry, Alexa488-MEK5 binding to MEKK3; actives lie on both sides; 0 = blocked by unlabeled MEK5, 100 = vehicle;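 active = binding response more than 3 SD above or below the average of its plate-row segment, actives on both sides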;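 note: Alexa488 bead fluorescence after subtracting the streptavidin-only scavenger bead signal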
Target sequence (Q99759 whole entry, looked up, the tested form may be a part): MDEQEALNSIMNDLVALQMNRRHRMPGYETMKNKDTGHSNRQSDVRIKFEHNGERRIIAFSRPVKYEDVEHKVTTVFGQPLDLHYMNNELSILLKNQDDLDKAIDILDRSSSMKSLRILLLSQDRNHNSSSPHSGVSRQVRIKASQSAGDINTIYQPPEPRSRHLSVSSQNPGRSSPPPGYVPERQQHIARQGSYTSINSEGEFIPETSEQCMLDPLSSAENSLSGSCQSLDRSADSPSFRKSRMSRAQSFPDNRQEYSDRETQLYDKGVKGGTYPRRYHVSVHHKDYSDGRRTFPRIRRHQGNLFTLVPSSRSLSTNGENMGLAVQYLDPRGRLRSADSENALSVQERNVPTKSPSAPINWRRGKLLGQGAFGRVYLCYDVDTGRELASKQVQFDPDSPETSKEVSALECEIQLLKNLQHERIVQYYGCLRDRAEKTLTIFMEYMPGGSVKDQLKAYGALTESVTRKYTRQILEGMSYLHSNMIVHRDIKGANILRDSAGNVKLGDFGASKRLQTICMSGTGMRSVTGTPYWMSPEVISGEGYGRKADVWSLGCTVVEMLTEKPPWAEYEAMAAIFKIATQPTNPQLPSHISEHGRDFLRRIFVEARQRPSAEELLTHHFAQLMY
* = called active by the depositor; · = not tested or not shown; [ ] = another dose, or the depositor's remark. An excerpt (hit frequency here may not be typical).

SMILES	DNA FID counter	IMP-1 inh	IDE act	pCIP destab	VIM-2 inhibitor	PHOSPHO1 inh	NS3 helicase inh	UBC9 SUMO inh	MEKK3 PB1 HTS
COc1ccc(-c2noc(N3CCCC(C(=O)Nc4ccc(F)cc4F)C3)n2)cc1 (configuration not stated)	-29	-2.1	1	0	-4.3	28	2	-14	99
COc1cc(OC)cc(C(=O)Nn2cc(C(=O)Nc3c(F)cccc3F)c3ccccc3c2=O)c1	-1	-2.4	6	0	-4.0	-5	21	-9	106
COc1cccc(NC(=O)N2CCC(C(=O)Nc3ccc(C)cc3C)CC2)c1	-23	-0.7	2	0	-4.3	4	9	-16	103
CC(=O)Nc1cccc(C(=O)N/N=C/c2cccc(C)n2)c1	-8	-3.1	4	-4	-5.5	28	2	-2	104
CCC(OC(=O)c1ccco1)C(=O)NCc1ccc2c(c1)OCO2 (configuration not stated)	-5	-3.5	-2	-15	-1.8	22	1	5	104
Cc1ccccc1NC(=O)/C(C#N)=C/c1ccc[nH]1	-3	-2.7	2	4	-3.3	38	-3	-10	101
CCC(C)Nc1nc(Cl)nc(N(C#N)CN2C(=O)c3ccccc3S2(=O)=O)n1 (configuration not stated)	-13	18*	-3	0	13*	24	27	6	97
CC(=O)N1CCc2cc(Br)cc(S(=O)(=O)CCC(=O)Nc3c(C)n(C)n(-c4ccccc4)c3=O)c21	-16	-2.7	3	1	-0.1	11	-4	13	98
O=C(Nc1ccc2nc(-c3ccc(Br)o3)[nH]c2c1)c1ccco1	-7	-2.1	4	-13	-2.9	0	0	5	107
Clc1ccc(OCCn2cnc3ccccc32)c(Cl)c1	-10	1.8	4	10	-1.3	-42	-9	-5	114
COc1cc(C(=O)NCc2ccc(-c3nc4ccccc4s3)cc2)cc(OC)c1OC	-8	-1.1	-8	-4	-0.6	-1	-8	-32	136*
CCOc1ccc(N2CC(C(=O)NCc3nnnn3-c3ccc(C)c(C)c3)CC2=O)cc1 (configuration not stated)	-50	-2.1	4	-9	1.1	17	-5	1	103
COc1ccccc1CC(=O)N1CCN(S(=O)(=O)c2cccs2)CC1	-16	-3.5	1	0	-4.3	22	3	5	104
COC(=O)C1=C(C)NC(=O)NC1c1c(O)ccc2ccccc12 (configuration not stated)	-7	-4.6	0	-8	-1.4	25	2	9	102
COc1ccc(C)cc1NC(=O)CNC(C)C(=O)Nc1ccc(C(C)=O)cc1 (configuration not stated)	-11	-1.7	1	1	-2.2	16	-2	-11	102
CCCCOc1cccc(C(=O)Nc2ccc(S(=O)(=O)Nc3cc(C)on3)cc2)c1	-34	-2.6	5	6	-0.8	32	-21	12	98
CC1CN(S(=O)(=O)c2ccc(CN3C(=O)c4cccnc4C3=O)cc2)c2ccccc2O1 (configuration not stated)	-28	-2.5	2	9	-1.4	44	-7	0	107
COC(=O)c1ccccc1N1C(=O)C2C(C1=O)[C@H]1C=C[C@@H]2C1 (some centres not stated)	-1	-0.3	5	-8	0.9	10	1	13	97
CCc1n[nH]c(=S)n1/N=C/c1ccc(N(CC)CC)cc1	-13	-3.5	3	2	-1.3	-20	-7	8	102
O=C(CN1CCN(c2ccc(F)cc2)CC1)Nc1ccccc1	-20	0.7	-2	26	-0.8	·	13	-6	103
CCN(C(=O)CSc1cc(C)c2cccc(C)c2n1)C1CCS(=O)(=O)C1 (configuration not stated)	-3	-2.5	-1	3	-2.7	23	4	-9	97
O=C(Nc1cccc2ccccc12)NC1CCCc2ccccc21 (configuration not stated)	-2	-3.4	1	-18	-4.3	1	5	21	113
COCCn1c(=O)[nH]c2cc(C(=O)N3CCN(c4cc(C)ccc4C)CC3)ccc2c1=O	-50	-1.8	-1	-6	1.0	35	-1	-6	101
O=C(Nc1ccc(N2CCN(C(=O)c3ccccc3)CC2)cc1)c1ccc2c(c1)OCCO2	-46	-1.0	3	-3	0.6	-5	-7	2	103
CCC(=O)Nc1c(C#N)c2nc3ccccc3nc2n1C1CCCCC1	-2	0.1	2	-8	-1.6	0	-2	-6	89
Cc1ccc(NC(=O)c2cc(N3CCOCC3)nc3ccccc23)cc1	-11	-1.1	14	12	-0.8	6	-4	28	82
O=C(Nc1ccc(S(=O)(=O)Nc2nccs2)cc1)c1cc(-c2ccncc2)nc2ccccc12	-16	-1.4	-5	3	0.7	-17	-8	50*	104
O=C(NCCSc1ccccn1)c1ccc(Cl)cc1Cl	-12	-0.7	4	30	-2.4	-5	2	-17	98
O=C(NC(=S)NCCc1ccccn1)c1ccccc1	-4	-2.8	10	-9	0.9	28	2	-4	98
Fc1cc(Br)ccc1COc1ccc(-c2nnco2)cc1	-27	-1.7	5	-6	-2.1	47	-1	7	102
O=C(N/N=C/c1ccco1)C12CC3CC(CC(C3)C1)C2	-6	-2.5	3	15	-1.6	13	9	-1	99
Nc1nc(Nc2ccccc2F)nc(NC2CCCCC2)c1[N+](=O)[O-]	-3	0.8	0	-4	-0.4	48	-38	-38	103
Cc1ccc(-n2c(-c3ccccc3)c[n+]3c2CCc2ccccc2-3)c(C)c1	7	-1.7	-5	-8	-2.0	32	-22	18	107
CC(=O)c1cccc(NC(=O)C2CCCN2S(=O)(=O)c2cccc3nsnc23)c1 (configuration not stated)	-5	-6.3	7	-12	-2.4	0	4	13	105
COCCn1nnnc1CN(Cc1ccco1)Cc1cc2cc3c(cc2[nH]c1=O)OCO3	0	-1.5	-12	-14	-1.4	-8	2	16	99
Nc1c(C(=O)NC2CC2)c2nc3ccccc3nc2n1-c1ccc2c(c1)OCO2	-1	-5.0	-3	-20	-2.2	13	0	37	93
COc1ccc(N2CCN(C(=O)CN3C(=O)C4CC=CCC4C3=O)CC2)cc1 (configuration not stated)	-9	-0.1	2	-1	2.4	10	10	-12	103
Cc1cc2c(cc1C)NC1(C(=O)Nc3ccccc31)C1=C(CC(C)(C)CC1=O)N2 (configuration not stated)	-36	-6.8	2	-6	-0.7	7	3	20	90
COc1ccc(C(=O)NC(=S)N(C)C2CCCCC2)cc1	-20	-4.1	-5	0	-6.8	-83	-3	-6	103
Cc1nn(-c2ccc(F)cc2)c(C)c1/C=C/C(=O)N1CCNC(=O)C1	-8	-3.5	-4	2	-0.4	-3	-16	13	106
CCCN1CN=C(NS(=O)(=O)c2ccc(C)cc2)NC1	-4	-0.7	4	1	-1.7	27	9	3	102
CCOC(=O)c1ccc(COC(=O)CCc2nc3ccccc3[nH]c2=O)o1	-19	-3.1	5	-4	-5.0	-7	-1	1	104
CC(C)Cc1nnc(NC(=O)CSc2nc(O)c(Cc3ccccc3)c(=O)[nH]2)s1	-8	-3.1	5	-5	-0.2	-1	2	-24	101
O=C(Nc1ccccc1OCc1ccccc1)c1ccccc1Br	-19	-0.4	4	4	-0.2	4	-3	-10	97
COc1ccc(C(=O)/C=C2/C(=O)Nc3ccccc32)c(OC)c1	-9	-2.1	0	7	1.7	29	-27	15	86
CC(C)(C)NC(=O)c1cccc(NC(=O)c2ccc(NC(=O)c3ccco3)cc2)c1	-26	-0.7	2	-10	-1.9	-14	2	15	100
Fc1ccccc1Cc1noc(CN2CCC(OCc3cccnc3)CC2)n1	-25	0.0	·	-8	-0.2	37	0	9	73
O=C(NCc1cccnc1)c1cc([N+](=O)[O-])ccc1N1CCOCC1	2	-4.7	7	-8	-6.5	47	-3	8	87
CCn1ccnc1C(O)c1cccc(OC)c1 (configuration not stated)	0	1.2	3	-7	0.9	-2	-3	-16	105
COc1ccc(-c2ccc(C#N)c(SCC(=O)NCCc3ccccc3)n2)cc1OC	-6	-3.6	-2	-2	-2.3	-9	6	34	100

Next section.
SMILES	DNA FID counter	IMP-1 inh	IDE act	pCIP destab	VIM-2 inhibitor	PHOSPHO1 inh	NS3 helicase inh	UBC9 SUMO inh	MEKK3 PB1 HTS
CCOCCn1c(CN2CCN(C)CC2)nc2c1c(=O)n(C)c(=O)n2C	·	·	7	4	·	4	·	6	46*[inhibitor]
CCCCCCSc1nsc(NC(C)=O)n1	-2	-2.0	5	6	-3.7	10	-4	5	102
CCCCCN=CC1=C(O)CC(c2ccccc2)CC1=O (configuration not stated)	-19	-0.3	5	12	-0.8	4	12	6	78
c1ccc(CCNCCOc2ccccc2)cc1	8	-1.8	4	-4	-3.5	14	-6	10	101
COc1cc2c(cc1O)C(Cc1ccc(O)cc1)NCC2 (configuration not stated)	-2	-3.3	-3	-1	-1.3	-6	-13	12	97

By substructure, those above containing an NH in an aromatic ring (seven)
SMILES	DNA FID counter	IMP-1 inh	IDE act	pCIP destab	VIM-2 inhibitor	PHOSPHO1 inh	NS3 helicase inh	UBC9 SUMO inh	MEKK3 PB1 HTS
Cc1ccccc1NC(=O)/C(C#N)=C/c1ccc[nH]1	-3	-2.7	2	4	-3.3	38	-3	-10	101
O=C(Nc1ccc2nc(-c3ccc(Br)o3)[nH]c2c1)c1ccco1	-7	-2.1	4	-13	-2.9	0	0	5	107
CCc1n[nH]c(=S)n1/N=C/c1ccc(N(CC)CC)cc1	-13	-3.5	3	2	-1.3	-20	-7	8	102
COCCn1c(=O)[nH]c2cc(C(=O)N3CCN(c4cc(C)ccc4C)CC3)ccc2c1=O	-50	-1.8	-1	-6	1.0	35	-1	-6	101
COCCn1nnnc1CN(Cc1ccco1)Cc1cc2cc3c(cc2[nH]c1=O)OCO3	0	-1.5	-12	-14	-1.4	-8	2	16	99
CCOC(=O)c1ccc(COC(=O)CCc2nc3ccccc3[nH]c2=O)o1	-19	-3.1	5	-4	-5.0	-7	-1	1	104
CC(C)Cc1nnc(NC(=O)CSc2nc(O)c(Cc3ccccc3)c(=O)[nH]2)s1	-8	-3.1	5	-5	-0.2	-1	2	-24	101

In a second layout: entries from further up.
| canonical_smiles | DNA FID counter | IMP-1 inh | IDE act | pCIP destab | VIM-2 inhibitor | PHOSPHO1 inh | NS3 helicase inh | UBC9 SUMO inh | MEKK3 PB1 HTS |
| --- | --- | --- | --- | --- | --- | --- | --- | --- | --- |
| CCCCCCSc1nsc(NC(C)=O)n1 | -2 | -2.0 | 5 | 6 | -3.7 | 10 | -4 | 5 | 102 |
| CCCCCN=CC1=C(O)CC(c2ccccc2)CC1=O (configuration not stated) | -19 | -0.3 | 5 | 12 | -0.8 | 4 | 12 | 6 | 78 |

Screening data from PubChem.
